TPT1 inh: blocks Candida albicans tRNA 2'-phosphotransferase | recombinant caTPT1, FP RNA substrate dephosphorylation | inhibition, % at 5 µM | 0.81% of 300,000 active | AID 1962;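 active = inhibition above the mean of all tested compounds plus 3 SD, set per screening campaign, cut at about 24% in these data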;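 note: plate controls were DMSO alone for no effect and ferristatin control at 100 nM for full effect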
Fh CTSL1 inh: counter-screen for PFM18AAP inhibitors: inhibitors of F. hepatica cathepsin L1. recombinant F. hepatica cathepsin L1, Z-Leu-Arg-MCA fluorescence. inhibition, % at 5.96 µM. 0.49% of 300,000 active. AID 1906;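 active = inhibition above the mean of all tested compounds plus 3 SD, set per screening campaign, cut at about 17% in these data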;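 note: 0% = plate median of test compound wells and 100% = 1 µM Z-Phe-Ala-diazomethylketone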
AHR act: human AHR activation | AHR-responsive luciferase reporter cells, luminescence | activation, % at 5 µM | 2.5% of 320,000 active | AID 2796; in the data active = activation above about 47%;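 note: 0% = vehicle wells and 100% = reference agonist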
Target sequence (P35869 whole entry, looked up): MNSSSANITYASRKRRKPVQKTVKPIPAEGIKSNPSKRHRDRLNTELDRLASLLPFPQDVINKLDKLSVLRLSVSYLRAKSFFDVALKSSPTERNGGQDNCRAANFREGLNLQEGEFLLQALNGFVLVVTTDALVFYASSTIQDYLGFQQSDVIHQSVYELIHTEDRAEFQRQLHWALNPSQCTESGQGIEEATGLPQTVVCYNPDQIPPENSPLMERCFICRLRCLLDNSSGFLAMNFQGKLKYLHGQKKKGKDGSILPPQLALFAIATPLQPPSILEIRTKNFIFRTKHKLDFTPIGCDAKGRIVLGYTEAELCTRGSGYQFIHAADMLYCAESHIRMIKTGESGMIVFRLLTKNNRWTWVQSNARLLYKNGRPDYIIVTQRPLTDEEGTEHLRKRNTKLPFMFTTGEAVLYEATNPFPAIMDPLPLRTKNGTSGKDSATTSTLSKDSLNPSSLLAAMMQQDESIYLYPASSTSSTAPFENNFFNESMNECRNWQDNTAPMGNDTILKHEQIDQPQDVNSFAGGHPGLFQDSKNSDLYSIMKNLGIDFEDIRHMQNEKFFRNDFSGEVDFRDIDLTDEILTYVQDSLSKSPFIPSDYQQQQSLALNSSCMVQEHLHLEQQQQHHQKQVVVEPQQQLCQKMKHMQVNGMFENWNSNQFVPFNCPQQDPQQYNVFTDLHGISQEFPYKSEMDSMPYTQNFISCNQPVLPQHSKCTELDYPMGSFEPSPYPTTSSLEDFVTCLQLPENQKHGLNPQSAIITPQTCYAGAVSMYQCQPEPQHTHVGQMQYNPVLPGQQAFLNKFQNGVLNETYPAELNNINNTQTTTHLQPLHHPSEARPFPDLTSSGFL
core dimer inh: blocks dimerization of HCV core protein. TR-FRET GST/Flag-core106 dimerization, 1536-well. inhibition, % at 5 µM. 0.33% of 300,000 active;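 active = inhibition above the mean of all tested compounds plus 3 SD, set per screening campaign, cut at about 45% in these data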
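Assay system: GST-tagged and Flag-tagged HCV core protein residues 1-106 / Times: compound-protein-antibody incubation 4 h at 22.5 °C / Signal: time-resolved FRET, ex 340 nm, em 617 and 671 nm / Evaluation: % inhibition based on acceptor/donor emission ratio / Benchmarks: wells lacking GST-core106 and wells with excess unlabelled core106 / Repeats: singlicate, one well per compound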
PP5 inh: blocks human protein phosphatase 5 activity. P53041. purified PP5c, OMFP substrate fluorescence. inhibition, % at 6.7 µM. 0.18% of 320,000 active. AID 1987;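 active = inhibition above the campaign's mean inhibition across all tested compounds plus 3 SD, cut at about 9.5% in these data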;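 note: 0% = DMSO only and 100% = 100 µM cantharidin control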
procasp7 counter: counter-screen: procaspase-7 (human) activation | recombinant procaspase-7, Ac-DEVD-pNA absorbance 405 nm; D23A/D198A/D206A triple mutant, cannot self-cleave; scale: DMSO 0, 5 µM enzyme 100 | 0.093% of 330,000 active | P55210 | activation, % at 8.5 µM;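 active = percent activation above the screen-wide mean plus 3 SD, cut at about 25% in these data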
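System: Uncleavable procaspase-7 mutant enzyme; Amount: 2 µM procaspase-7 mutant as dispensed; Schedule: 1 h compound preincubation, 2 h substrate cleavage, 25 °C; Measured by: 405 nm absorbance of p-nitroaniline; Evaluation: percent activation from buffer-corrected 0–120 min absorbance change; Control set: low DMSO alone, high DMSO plus 5 µM PC-7.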
PAFAH2 inh: inhibitors of human PAFAH2 | inhibition, % at 3.39 µM | 0.99% of 340,000 active | AID 492956 | Q99487 | recombinant PAFAH2, FP-rhodamine activity probe, fluorescence polarization;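 active = inhibition above the mean over all tested compounds plus 3 SD, cut at about 30% in these data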;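 note: inhibitors block probe labeling of enzyme so polarization drops; 0% = enzyme with DMSO and 100% = wells lacking PAFAH2 protein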
PP1 inh: counter-screen for PP5 inhibitors: inhibitors of human PP1-alpha; P62136; purified PP1alpha, OMFP fluorescence; inhibition, % at 6.7 µM; 0.9% of 320,000 active;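 active = inhibition above the mean inhibition of all tested compounds plus 3 SD, computed separately for each screening campaign, cut at about 15% in these data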
proCasp3 act: activates human procaspase-3; P42574; recombinant procaspase-3 D3A, Ac-DEVD-pNA absorbance 405 nm; activation, % at 8.5 µM; 0.11% of 330,000 active;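 active = activation above the mean of all tested compounds plus 3 SD, cut at about 21% in these data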;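 note: 0% = DMSO alone and 100% = DMSO wells spiked with extra 5 µM PC-3 D3A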
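Test system: Procaspase-3 D3A mutant; medium: Zinc-free HEPES/NaCl buffer with 0.01% Triton X-100 at pH 7.4; reagent: DEVD-pNA substrate; doses: one concentration, 8.5 µM nominal, 0.8% DMSO; times: 1 h preincubation plus 2 h reaction at 25 °C; signal: Epi-absorbance at 405 nm of released p-nitroaniline, 0 and 120 min; replicates: singlicate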
An asterisk follows results filed as active; nt = no result given.

SMILES	TPT1 inh	Fh CTSL1 inh	AHR act	core dimer inh	PP5 inh	procasp7 counter	PAFAH2 inh	PP1 inh	proCasp3 act
O=C(CCSCCC(=O)Nc1c(F)c(F)c(F)c(F)c1F)Nc1c(F)c(F)c(F)c(F)c1F	-1	0	0	3	0.2	-3	0	-3	2
CCOC(=O)[C@H]1[C@H]2COc3ccc(Br)cc3[C@@H]2N2C(=O)c3ccc(C)cc3NC(=O)[C@@]12C	0	-3	1	14	4.1	3	-10	4	-6
O=S1(=O)CCN(Cc2cccc(Cl)c2)CC1	-1	0	1	-5	1.0	-8	2	-3	-9
N#CCCCSC1=C(C#N)C(c2ccccc2Cl)CC(=O)N1 (stereo unspecified)	-1	-3	1	2	-0.3	6	2	-4	-3
CCOC(=O)c1cnc(SC2CCc3ccccc3C2=O)nc1N (stereo unspecified)	-4	-2	25	4	2.0	4	1	1	-7
O=C(O)CCN1CC2([N+](=O)[O-])C=CC(=O)C([N+](=O)[O-])(C1)C2CC(=O)c1ccccc1 (stereo unspecified)	-2	0	5	0	-0.1	8	0	5	6
COc1c2ccc(C(=O)NCc3cc(C(F)(F)F)cc(C(F)(F)F)c3)cc2nn1C	-5	4	-6	0	6.7	-7	5	-2	4
CN(CC1COCCO1)C(=O)c1cc(COc2c(F)cccc2F)on1 (stereo unspecified)	-1	-3	-3	6	2.6	0	-3	-6	-6
CCN(CC(=O)Nc1cc(Cl)ccc1C)C(=O)Cn1c(=O)cnc2ccccc21	-3	0	1	1	-2.0	-7	-12	-4	7
COc1ccc(OC(=O)Nc2ccccc2)cc1	0	-1	0	-5	3.5	0	11	-3	3
O=C(Nc1ccc2c(c1)CCC2)c1ccc(Cl)nc1	0	0	17	2	-1.2	1	-5	-3	1
CCC(C)(C)C1CCC(=NNC(=S)Nc2ccccc2)CC1 (stereo unspecified)	-4	13	6	9	-1.2	5	8	4	-9
Cc1cc(S(=O)(=O)N2CCOCC2)ccc1OCC(=O)NCc1ccco1	2	2	-1	-5	-2.0	-7	0	-3	1
CCC(=NCCc1c(C)[nH]c2ccccc12)C1=C(O)CC(c2ccccc2)CC1=O (stereo unspecified)	-6	8	2	11	-0.1	-7	-2	-5	-5
C=CCN1C(=O)c2ccc(C(=O)N(C)CC(=O)Nc3ccccc3Br)cc2C1=O	-2	-1	3	-5	-0.2	4	0	-4	5
CC(C)Cc1cc(C(=O)N2N=C(C(F)F)CC2(O)C(F)F)c2ccccc2n1 (stereo unspecified)	2	-2	4	-3	3.8	-5	6	-2	6
Cn1c(=O)c(-c2cc(Br)ccc2N)nc2ccccc21	2	-1	47	-7	2.2	9	1	-1	6
COC(=O)C1CCN(c2ccc(C(N)=O)cc2[N+](=O)[O-])CC1	-3	3	5	2	0.8	12	0	-3	3
O=C(Nc1ccc2c(c1)C(=O)N(C1CCCCC1)C2=O)C1CCCO1 (stereo unspecified)	-6	-7	3	4	4.1	-6	1	4	-7
N#CCc1c(C#N)c(N)nc(N2CCOCC2)c1C#N	3	-2	3	-4	-1.9	-28	-3	2	-4
N/C(=N/OC(=O)c1ccc(Cl)cc1)c1ncc([N+](=O)[O-])s1	1	5	1	-1	0.2	7	nt	-3	1
COc1ccc(C[C@H]2CN3C(=NC[C@@H]3Cc3ccc(O)cc3)N2C[C@H](C)NC(=O)c2ccc(C)c(Br)c2)cc1	-3	2	5	-11	3.2	0	8	18*	6
Cn1c(SCC(=O)Nc2cccc(F)c2)nnc1-c1cccnc1	-4	1	34	3	-0.1	-11	1	-7	-9
O=C(CNS(=O)(=O)c1ccccc1)N1CCN(Cc2ccccc2)CC1	0	-1	-4	9	1.9	0	9	-4	5
CCCCN1CC[C@H]2C=CC[C@@H](C(=O)Nc3nccs3)[C@H]2C1=O	0	-2	0	6	0.2	-6	-5	1	6
CCN(CCNC(=O)CS(=O)(=O)Cc1nc(-c2cccc(OC)c2)oc1C)c1ccccc1	-5	0	0	-1	9.2	-11	9	-5	-1
CCn1cc(Br)c(C(=O)Nc2cccc(Cl)c2)n1	1	3	33	12	2.2	7	0	0	-4
O=C(NC(=S)Nc1cccnc1Cl)c1ccco1	1	-5	14	0	0.6	-32	8	1	2
Cc1ccccc1NC(=O)c1ccc(C)c(S(=O)(=O)NCc2cccnc2)c1	-4	-3	-2	-15	1.7	3	-4	-3	5
COc1ccc(CC(=O)OCC(=O)NC(=O)NC2CCCCC2)cc1	-6	-4	3	-4	2.2	1	4	-3	1
O=C(C1COc2ccccc2O1)N1CCN(c2ccccc2O)CC1 (stereo unspecified)	nt	nt	27	nt	0.8	-6	3	1	-3
NCCCC[C@H](N)c1nnc([C@H](CCC(=O)O)NC(=O)C2CCNCC2)o1	-2	-2	-1	2	1.7	2	-2	0	9
COC(=O)C1CCN(C(=O)Nc2ccccc2)CC1	-3	-2	1	5	3.3	6	2	-5	7
COc1ccc(C)cc1N(CC(=O)N1CCCCCC1)S(=O)(=O)c1ccc(C)cc1	-1	1	-3	17	2.6	0	-1	1	2
Cc1cc(S(=O)(=O)N(Cc2ccc(F)cc2)CC2CCCO2)ccc1-n1cnnn1 (stereo unspecified)	-1	3	-1	4	1.5	11	6	9	7
Cc1cc(NC(=O)CCC(=O)N(c2cccnc2)C(C(=O)NC2CCCC2)c2ccccc2)no1 (stereo unspecified)	2	-1	3	2	3.3	12	2	1	4
COc1ccc2c(=O)cc(-c3ccccc3F)oc2c1	3	6	43	5	-2.1	-1	4	-4	-2
Cc1ccc2oc(=O)c3cnn(CC(=O)NCCCOC(C)C)c3c2c1	-3	6	2	-23	-9.3	-2	-8	3	3
O=C(COC(=O)c1ccc(O)cc1)Nc1ncc(Cl)cc1Cl	3	-20	2	5	-0.8	0	38*	-1	0
CN(C)CCCNC(=O)C(=O)Nc1cc2c3c(c1)CC(=O)N3CCC2	1	-1	1	5	2.5	1	-4	-1	7
CCCCN(CC)C(=O)CN(C)S(=O)(=O)c1cccc2nsnc12	-1	-1	1	0	1.1	0	-7	1	2
C/C(=N\N=C\c1cccc(F)c1)c1nnn(-c2nonc2N)c1C	-3	3	0	-1	0.0	7	-5	-3	-2
COc1ccc(S(=O)(=O)N2CCN(C)CC2)c(C)c1	-1	3	1	0	6.6	-3	-8	-2	7
O=C(NN1C(=O)C2C(c3ccccc3)C=CC(c3ccccc3)C2C1=O)c1ccccc1 (stereo unspecified)	4	3	1	11	2.1	12	-2	5	0
CC(NC(=O)C1CCCN1S(=O)(=O)c1ccc2c(c1)n(C)c(=O)c(=O)n2C)c1ccccc1 (stereo unspecified)	1	-7	1	-3	-0.2	-5	8	-1	-1
CC1CN(C(=O)c2ccn(C)n2)CC(C)O1 (stereo unspecified)	-1	-1	-1	-1	0.4	9	3	-1	1
COCCNc1nnc(SCC(=O)NNC(=O)c2ccccc2)s1	0	1	2	1	0.1	8	1	-2	3
Cc1ccc(-n2cnnn2)c2cccnc12	4	4	0	2	0.6	2	-3	-7	-2
CCOC(=O)c1[nH]c2c(c1-c1ccccc1)C(=O)CC(c1ccccc1)C2 (stereo unspecified)	5	-4	32	-2	-0.8	0	9	-5	2
CN(C(=O)c1ccc(OC2CCN(CCc3ccccc3)CC2)cc1)C1CCOCC1	1	1	-2	-6	2.0	-9	1	-4	-3
CC(C)C(OC(=O)c1oc2ccccc2c1CSC1CCCCC1)C(=O)NC(N)=O (stereo unspecified)	-6	0	-2	3	0.2	10	nt	-2	-28
O=C1C=C(c2ccc(Oc3ccccc3)cc2)C[C@@H](c2ccc(F)cc2)C1	nt	nt	1	nt	2.3	-4	0	4	11
CC(=O)N/N=C(\C)CC(=O)NC(C)(C)C	2	0	2	-3	-0.2	9	4	0	6
N#Cc1nc(Cc2cccc3ccccc23)oc1NCc1ccco1	-4	1	5	6	2.7	-1	-7	2	8
Cc1nc2cc(-c3sccc3-n3cccc3)nn2c(C)c1C	-1	2	69*	1	-0.5	7	-8	1	-9
O=Cc1cccnc1SCc1ccccc1	-4	6	4	2	0.6	8	5	1	2
CCNS(=O)(=O)c1ccc(CCC(=O)N2CCN(c3ccc(OC)cc3)CC2)cc1	-3	-9	1	-3	0.9	10	3	-3	3
COc1cccc(OC)c1C(=O)NC(=S)NCc1ccco1	1	4	4	-4	3.9	-2	1	-1	4
NS(=O)(=O)c1ccc(CNC(=O)/C=C/c2c(F)cccc2Cl)cc1	-2	-3	1	-1	-0.7	-2	10	-2	-4
CCCC(C)NC(=O)COC(=O)c1ccc(Cl)c(S(N)(=O)=O)c1 (stereo unspecified)	-4	-3	0	-4	-0.1	2	-2	-2	2

(cont.)
SMILES	TPT1 inh	Fh CTSL1 inh	AHR act	core dimer inh	PP5 inh	procasp7 counter	PAFAH2 inh	PP1 inh	proCasp3 act
CCOC(=O)c1ccccc1NC(=O)COc1cc(=O)n(CC)c2ccccc12	-1	2	21	9	1.0	-2	4	-1	9
O=C(Nc1ccc(Cl)cn1)c1ccc2c(c1)OCCO2	-3	5	-6	2	1.7	3	1	0	3
CN(C)S(=O)(=O)c1cccc(NC(=O)CSc2nc3ccccc3n2-c2ccccc2)c1	-1	-4	0	6	4.6	4	-29	4	7
COc1ccc(NC(=O)C2CCCN(S(=O)(=O)c3cccc4cccnc34)C2)cc1 (stereo unspecified)	-2	-3	0	2	-1.0	10	-5	-7	7
CCN(CC)c1ccc(CNC(=O)C/C(C)=N/NC(=O)COc2ccc(C)cc2Br)cc1	-4	-3	8	-12	3.8	-2	-2	1	-3

Some of these compounds in order of heavy-atom count, high to low.
SMILES	TPT1 inh	Fh CTSL1 inh	AHR act	core dimer inh	PP5 inh	procasp7 counter	PAFAH2 inh	PP1 inh	proCasp3 act
CN(C)S(=O)(=O)c1cccc(NC(=O)CSc2nc3ccccc3n2-c2ccccc2)c1	-1	-4	0	6	4.6	4	-29	4	7
CCNS(=O)(=O)c1ccc(CCC(=O)N2CCN(c3ccc(OC)cc3)CC2)cc1	-3	-9	1	-3	0.9	10	3	-3	3
CCOC(=O)c1ccccc1NC(=O)COc1cc(=O)n(CC)c2ccccc12	-1	2	21	9	1.0	-2	4	-1	9
N#Cc1nc(Cc2cccc3ccccc23)oc1NCc1ccco1	-4	1	5	6	2.7	-1	-7	2	8
NS(=O)(=O)c1ccc(CNC(=O)/C=C/c2c(F)cccc2Cl)cc1	-2	-3	1	-1	-0.7	-2	10	-2	-4
CCCC(C)NC(=O)COC(=O)c1ccc(Cl)c(S(N)(=O)=O)c1 (stereo unspecified)	-4	-3	0	-4	-0.1	2	-2	-2	2
Cc1nc2cc(-c3sccc3-n3cccc3)nn2c(C)c1C	-1	2	69*	1	-0.5	7	-8	1	-9
O=C(Nc1ccc(Cl)cn1)c1ccc2c(c1)OCCO2	-3	5	-6	2	1.7	3	1	0	3
O=Cc1cccnc1SCc1ccccc1	-4	6	4	2	0.6	8	5	1	2
